# 3T3 cytotox = Cytotoxic Profiling in NIH 3T3 Cell Line of Diverse Libraries Using Quantitative High-Throughput Screening; NIH 3T3 viability, CellTiter-Glo ATP luminescence, 48-72 h; Potency, µM (highest dose often 96.7 µM), inactives show at the top dose activity change, negative = cytotoxicity, most hits filed as inhibitors; hit rate 4.3% among 94,000; also: potency is read from the fitted curve at half-maximal effect; nearly all actives have a fitted effect of over 55% in size
#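 First NIH 3T3 cells are plated at 400 cells/well; next compound is pinned in; then plates incubate 48 or 72 hr at 37 °C; finally CellTiter-Glo is added and luminescence read after 10 min.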
# GPT2 inh = Primary qHTS assay for inhibitors of Glutamate pyruvate transaminase 2 (GPT2); Recombinant GPT2, coupled pyruvate oxidase/HRP Amplex Red fluorescence; Potency, µM (series often up to 57.7 µM), for the others: at the highest dose activity change, negative = inhibition, usual class: inhibitors; Alanine aminotransferase 2 (Homo sapiens), Q8TD30; hit rate 0.25% among 100,000; also: potency is read from the fitted curve at half-maximal effect; nearly all actives have a fitted effect of over 60% in size; many of its hits are not listed in these tables
# Target sequence (Q8TD30 whole entry, looked up): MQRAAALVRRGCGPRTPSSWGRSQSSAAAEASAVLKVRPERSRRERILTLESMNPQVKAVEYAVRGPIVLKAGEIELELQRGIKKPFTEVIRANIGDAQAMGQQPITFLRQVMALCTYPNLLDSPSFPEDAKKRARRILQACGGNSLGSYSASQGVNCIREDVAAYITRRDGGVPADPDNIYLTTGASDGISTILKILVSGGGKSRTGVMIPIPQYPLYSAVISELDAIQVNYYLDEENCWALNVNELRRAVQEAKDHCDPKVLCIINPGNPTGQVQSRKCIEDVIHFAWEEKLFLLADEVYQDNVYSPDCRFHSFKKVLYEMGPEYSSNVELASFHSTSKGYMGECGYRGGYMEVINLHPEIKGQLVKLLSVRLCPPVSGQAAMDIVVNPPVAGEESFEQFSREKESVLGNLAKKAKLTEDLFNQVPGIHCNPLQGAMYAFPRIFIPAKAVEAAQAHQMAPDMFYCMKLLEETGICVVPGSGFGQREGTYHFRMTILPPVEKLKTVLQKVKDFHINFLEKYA
#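 Inhibition is scored from Amplex Red fluorescence generated when pyruvate oxidase and HRP act on pyruvate released by GPT2. Reactions contain 10ng/uL enzyme, 250uM a-KG and 2mM L-alanine and run 30 min at room temperature.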
# HEK293 viab = GF-AFC viability counterscreen for inhibitors of alpha-synuclein gene (SNCA) expression; HEK-293-SNCA-luc viability, GF-AFC fluorescence, 24 h; Potency, µM (titrated, usually from 57.1 µM), for the others: at the top dose activity change, negative = cytotoxicity, most hits filed as cytotoxic; hit rate 0.12% among 150,000;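 also: potency is read from the fitted curve at half-maximal effect; 0% = DMSO-treated cells and -100% = medium-only wells without cells; nearly all actives have a fitted effect of over 30% in size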
#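 HEK-293-SNCA-luc cells (1500/well) plated 24 h, then exposed 24 h to a dilution series; GF-AFC added 30 min at 37C, fluorescence 405/540 nm; normalised to medium-only and DMSO wells, Hill fit.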
# IP6K1 inh = Primary qHTS assay for small molecule inhibitors of Inositol hexaphosphate kinase 1 (IP6K1); IP6K1 kinase, ADP-Glo luminescence, 2 h; active compounds read low; activity change, % (series mostly up to about 58 µM); hit rate 0.81% among 140,000; AID 1645851, 2021; in the data active = activity change below about -25%
#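 ADP-Glo luminescence measures ADP made by human IP6K1 during a 2 h RT reaction with ATP/IP6 (mix at 1.3 mM/130 uM); top library doses 57.5 and 19.1 uM final.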
# Luciferase inh = Firefly luciferase inhibition profiling of diverse chemical library using quantitative high-throughput screening. purified P. pyralis luciferase, luminescence, biochemical. AID 1347043, 2019. Potency, µM (highest dose often 115 µM), inactives show at the highest dose activity change, negative = inhibition, most hits filed as inhibitors. hit rate 2.5% among 76,000. Luciferin 4-monooxygenase (Photinus pyralis), P08659; also: potency is read from the fitted curve at half-maximal effect; nearly all actives have a fitted effect of over 65% in size
# Target sequence (P08659 whole entry, looked up): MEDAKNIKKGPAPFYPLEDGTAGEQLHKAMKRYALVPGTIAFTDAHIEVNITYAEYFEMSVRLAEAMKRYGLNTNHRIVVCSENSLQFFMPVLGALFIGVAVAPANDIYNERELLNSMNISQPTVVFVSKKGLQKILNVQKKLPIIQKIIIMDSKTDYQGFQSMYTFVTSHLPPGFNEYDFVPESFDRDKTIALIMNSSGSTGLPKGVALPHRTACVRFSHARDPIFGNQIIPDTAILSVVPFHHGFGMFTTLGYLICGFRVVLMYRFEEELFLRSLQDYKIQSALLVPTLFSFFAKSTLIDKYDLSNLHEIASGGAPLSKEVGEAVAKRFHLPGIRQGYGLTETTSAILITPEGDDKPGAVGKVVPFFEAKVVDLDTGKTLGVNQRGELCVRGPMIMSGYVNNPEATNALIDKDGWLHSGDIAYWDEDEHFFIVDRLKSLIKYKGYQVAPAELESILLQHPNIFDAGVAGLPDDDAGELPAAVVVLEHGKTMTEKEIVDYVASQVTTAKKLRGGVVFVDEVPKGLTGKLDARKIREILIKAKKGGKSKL
#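 Inhibitors were tested against purified firefly luciferase in a biochemical, low-substrate format (both substrates at 10uM) and luminescence measured with a CCD imager.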
# HEK cytotox = Cytotoxic Profiling in HEK 293 Cell Line of Diverse Libraries Using Quantitative High-Throughput Screening; Potency, µM (doses to about 115 µM), for inactives: top-dose activity change, negative = cytotoxicity, actives largely listed as inhibitors; HEK 293 viability, ATP luminescence (CellTiter-Glo), 48-72 h; hit rate 6.6% among 94,000; also: potency is read from the fitted curve at half-maximal effect; nearly all actives have a fitted effect of over 60% in size
#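 HEK 293 seeded at 250 cells/well receive compound via pintool. After 48 or 72 hr at 37 degree Celsius, 5% CO2 and 95% humidity, CellTiter-Glo is dispensed and luminescence read following 10 min at room temperature.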
# SNCA expr inh = Primary qHTS assay for inhibitors of alpha-synuclein gene (SNCA) expression | HEK-293 SNCA-luciferase knock-in, luminescence, 24 h | Potency, µM (series often up to 57.2 µM), for inactives: at the top dose activity change, negative = inhibition, most hits filed as inhibitors | hit rate 0.17% among 140,000;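 also: potency is read from the fitted curve at half-maximal effect; plate controls were DMSO cells for no effect and cell-free wells for full effect; nearly all actives have a fitted effect of over 45% in size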
# Active calls of the source: *; i = inactive; ? = inconclusive; . = not tested or not shown; & = joins results of further samples; [ ] = dose if it differs, or a comment. Unless noted, calls follow the shape of the dose curve; as a rule, active = well fitted curve in the direction sought with a large enough effect; inconclusive = small, poorly fitted or top-dose-only effect, or another doubt; inactive = no such curve, though single readings can be large; an effect the other way counts as inactive or inconclusive. Unless noted, % is scaled to controls: 0 for no effect and ±100 for the full control effect. An excerpt. The share of hits here may be higher or lower than overall.
SMILES,3T3 cytotox,GPT2 inh,HEK293 viab,IP6K1 inh,Luciferase inh,HEK cytotox,SNCA expr inh
Cc1ccc(NC(=O)c2cc(S(=O)(=O)N3CCCCCC3)ccc2F)cc1F,.,.,13%,23,.,.,-23%
Cc1ccc(C)c(-c2[nH]ncc2CN2CCCC(O)(CN(C)C)C2)c1 (stereo unspecified),-12%,?,2%,-4,-6%,-23%,5%
N#Cc1c[nH]n2c(NC3CCCCC3)c(-c3cccc(Cl)c3)nc12,.,.,4%,3,.,.,21%
Cn1cc(-c2ccncc2)cc1C(=O)N1CCN(c2ccccn2)CC1,-17%,-14%,-6%,3,4%,?,1%
Cc1noc(C)c1[S+](=O)([O-])N1CCC2(CC1)C(=O)Nc1ccccc12,-24%,i,-9%,9,1%,?,19%
C=CCN1C[C@H]2COc3c(OCC)cccc3[C@H]2N(C(=O)OC)CCC1=O,?,.,.,5,.,-19%,.
O=C1N=C(O)CN1/N=C/c1ccc(-c2ccc([N+](=O)[O-])cc2)o1,.,4%&-23%,-15%,11,.,.,-20%
O=C(Cn1ncc2c3ccccc3n(Cc3ccccc3)c2c1=O)NCc1ccccc1,.,.,5%,10,.,.,5%
O=C(Nc1ccc(S(=O)(=O)N2CCOCC2)cc1)c1cc(Cl)ccc1NS(=O)(=O)c1ccc(Cl)s1,.,-26%,-13%[23.9 µM],1,.,.,-39%[25.6 µM]
Cc1cccc(CNC(=O)c2cc3c(N4CCSCC4)nc(C)cn3n2)c1,?,i,0%,6,-7%,?,-20%
Cc1ccc2nc(-c3ccc(C)o3)c(Nc3ccc4c(c3)OCCO4)n2c1,.,.,-12%,-8,.,.,56%[activator]
Cn1nc2n(c1=O)CCN(S(=O)(=O)c1ccc3c(c1)CCCC3)CC2,-4%,-9%,-4%,-2,-3%,-10%,-25%
CNC(=O)N1c2ccccc2CC1c1nc(C(C)C)no1 (stereo unspecified),0%,i,2%,13,-26%,0%,85%[activator]
CNC(=O)c1cc(C2CC2)nc2c1c(C1CCN([S+](=O)([O-])c3ccc(C)cc3)C1)nn2C (stereo unspecified),-25%,.,.,-5,.,?,.
CNC(=O)[C@H]1C[C@H](Oc2ccccc2)CN1Cc1ccc(OC(F)(F)F)cc1,?,-18%,5%,14,3%,?,-19%
CCc1ccc(C(=O)NC2CCN(c3cnn(C)c(=O)c3)CC2)cc1,i,?,-5%,9,-4%,4%,21%
O=C(Nc1ccc(Oc2ccccc2)cc1)N[C@H]1CO[C@H]2[C@@H]1OC[C@@H]2n1nnnc1Oc1ccc(-n2ccnc2)cc1,?,1%,-14%,0,3%,40µM*,?
O=C(CCc1ccccc1)NCC(=O)N1CCCCCCNC(=O)CC1c1ccccc1 (stereo unspecified),i,i,-7%,-3,4%,2%,5%
COc1cccc(CN2CCCN(S(=O)(=O)c3ccccc3)CCC(=O)NCC2)c1,-27%,i,-11%,8,0%,-11%,15%
CCOc1ccccc1C(=O)NC1CC(=O)N(CCc2ccc(F)cc2)C1 (stereo unspecified),-16%,i,0%,-1,5%,-4%,15%
CC(C)(O)C1CCC(C)(C2CCC3(C)C4CCC5C(C)(C(=O)OC6OC(CO)C(O)C(O)C6O)C(O)CC(O)C56CC46CCC23C)O1 (stereo unspecified),.,i,-3%[23.9 µM],20,.,.,.
Cc1cc(C)n(-c2nc(C)c(C)c(=O)n2CC(=O)Nc2ccc(OC(F)(F)F)cc2)n1,.,.,-8%,17,.,.,-8%
Cn1cnc(S(=O)(=O)N2CCCC(C(=O)Nc3ccc(F)cc3F)CCNC(=O)CC2)c1 (stereo unspecified),0%,i,-1%,-6,-1%,-7%,4%
O=C(Cc1ccccc1)N1CCC(Oc2cccnc2)C1 (stereo unspecified),-15%,-4%,-3%,-2,9%,-2%,1%
CCCS(=O)(=O)N1CCCN(S(=O)(=O)c2ccccc2)CCC(=O)NCC1,-21%,4%,3%,11,-7%,4%,-7%
# The listing continues:
SMILES,3T3 cytotox,GPT2 inh,HEK293 viab,IP6K1 inh,Luciferase inh,HEK cytotox,SNCA expr inh
COc1ccc2c(c1)OCC(CNC(=O)CN1CCOCC1)C2 (stereo unspecified),-3%,i,0%,1,13%,-7%,32%[activator]
O=C(C=CC=Cc1ccc2c(c1)OCO2)N1CCCCC1,.,i,-22%,.,.,.,8%
COc1ccccc1CN1CCCn2nc(C)c(-c3cccnc3N3CCOCC3)c21,?,i,-18%[87.6 µM],21,-6%[172 µM],?,-12%[87.6 µM]
Cc1ccc(-n2ncc3c(N4CCN(Cc5ccccc5)CC4)ncnc32)cc1Cl,.,.,5%,20,.,.,-5%
CN1CCN([C@@H]2[C@H](O)[C@H](CO)O[C@@H]2CN(Cc2ccc(Cl)cc2)Cc2cccc(Cl)c2)CC1,28µM*,0%,?,-4,3%,?,?
Cn1nc(C(=O)N2CCc3nc4cc[nH]n4c(=O)c3C2)c2ccccc21,-16%,i,4%,6,0%,0%,48%[activator]
COc1ccc(-c2nc(CSCC(=O)N3CCN(c4cc(Cl)ccc4C)CC3)c(C)o2)cc1,.,.,?,6,.,.,?
Cc1ccc(NC(=O)C2CCN(S(=O)(=O)c3c(C)noc3/C=C/c3ccco3)CC2)cc1C,.,.,-3%,30,.,.,?
CCOCCCn1c(SCC(=O)Nc2ccccc2OC)nc2c(oc3ccccc32)c1=O,.,.,?,-1,.,.,-7%
COCCn1ncc(N2CCCC(CC(=O)N(C)Cc3cccnc3)C2)cc1=O (stereo unspecified),i,i,-2%,15,12%,3%,34%[activator]
Cc1ccc(CN2CC[C@@H]3[C@H]2C(=O)NC[C@H](CCC(=O)NCc2cccs2)N3C)cc1,-3%,-14%,2%,-10,1%,-21%,-10%
Cc1cc(C)c(CNC(=O)c2nc(-c3ccnn3C)cc3c2ccn3C(C)C)c(=O)[nH]1,89µM*,?,2%[87.6 µM],-11,-12%[172 µM],?,13%[87.6 µM]
COC(=O)C(=O)N1CCN2C(=O)N(Cc3ccc(C)cc3)C[C@H]2C1,2%[138 µM],2%[88.5 µM],-1%[87.6 µM],-3,-3%[172 µM],i,-21%[87.6 µM]
COc1ccc(C(=O)N2C[C@@H](F)C[C@H]2C(=O)N2CCCCC2)cc1,i,-11%,5%,10,0%,0%,28%
COc1cc(=O)n2c(c1C(=O)Nc1ccc(Cl)cc1C)CCCC2,i,i,11%,0,9%,i,24%
CCC1=C(C(=O)OC)C(c2cccc(OC)c2OC)N2C(CC(=O)N3CCOCC3)=CSC2=N1 (stereo unspecified),-2%,i,-13%,17,0%,-9%,3%
O=C(Cc1ccccc1)N(Cc1cccnc1)c1nc2c(Cl)cccc2s1,.,.,-4%,9,.,.,40%[activator]
COc1ccc(C(=O)N2CCC(CO)(CN3CCCC3)CC2)cc1C,i,0%,2%,9,2%,-7%,21%
Cc1noc2c(-c3ccnn3C)cc(-c3ccc(F)cc3)nc12,?,0%[88.5 µM],6%[87.6 µM],-21,14%[172 µM],-21%[172 µM],-28%[87.6 µM]
COc1cccc(-n2ccn(CC(=O)Nc3ccccc3F)c(=O)c2=O)c1,.,.,6%,-6,.,.,-29%
O=C(c1ccc2c(c1)N(Cc1ccccc1F)C(=O)c1ccccc1S2(=O)=O)N1CCN(c2ccccc2F)CC1,.,.,4%,16,.,.,4%
COC(=O)CNC(=O)Nc1cc(C(=O)NCc2ccc(C)cc2)ccc1N1CCCC1,.,.,4%,-12,.,.,20%
Cc1noc(C)c1S(=O)(=O)NCC1Cn2cccc2C(=O)N1C (stereo unspecified),-8%,i,-2%,12,0%,1%,-10%
Cc1cc(C)cc(NC(=O)c2cc(C)nc3c2c(C)nn3-c2ccccc2)c1,.,.,12%,-1,.,.,-24%
N#Cc1cccc(C(=O)N2CCCN(Cc3ccncc3)C(c3ccccc3)CC(=O)NCC2)c1 (stereo unspecified),-3%,i,1%,3,-1%,4%,7%
COC(=O)c1ccc(NC(=O)C(=O)NCCc2sc(-c3cccc(F)c3)nc2C)cc1,.,.,3%,30,.,.,6%
COc1ccc(C2OCC3C(c4cc(OC)c5c(c4)OCO5)OCC23)cc1OC (stereo unspecified),.,i,1%[23.9 µM],-5,.,.,.

# Another view of part of the listing above:
Structure | 3T3 cytotox | GPT2 inh | HEK293 viab | IP6K1 inh | Luciferase inh | HEK cytotox | SNCA expr inh
O=C(Cc1ccccc1)N(Cc1cccnc1)c1nc2c(Cl)cccc2s1 | . | . | -4% | 9 | . | . | 40%[activator]
COc1ccc(C(=O)N2CCC(CO)(CN3CCCC3)CC2)cc1C | i | 0% | 2% | 9 | 2% | -7% | 21%
Cc1noc2c(-c3ccnn3C)cc(-c3ccc(F)cc3)nc12 | ? | 0%[88.5 µM] | 6%[87.6 µM] | -21 | 14%[172 µM] | -21%[172 µM] | -28%[87.6 µM]
COc1cccc(-n2ccn(CC(=O)Nc3ccccc3F)c(=O)c2=O)c1 | . | . | 6% | -6 | . | . | -29%
O=C(c1ccc2c(c1)N(Cc1ccccc1F)C(=O)c1ccccc1S2(=O)=O)N1CCN(c2ccccc2F)CC1 | . | . | 4% | 16 | . | . | 4%
COC(=O)CNC(=O)Nc1cc(C(=O)NCc2ccc(C)cc2)ccc1N1CCCC1 | . | . | 4% | -12 | . | . | 20%
Cc1noc(C)c1S(=O)(=O)NCC1Cn2cccc2C(=O)N1C (stereo unspecified) | -8% | i | -2% | 12 | 0% | 1% | -10%
Cc1cc(C)cc(NC(=O)c2cc(C)nc3c2c(C)nn3-c2ccccc2)c1 | . | . | 12% | -1 | . | . | -24%
N#Cc1cccc(C(=O)N2CCCN(Cc3ccncc3)C(c3ccccc3)CC(=O)NCC2)c1 (stereo unspecified) | -3% | i | 1% | 3 | -1% | 4% | 7%
COC(=O)c1ccc(NC(=O)C(=O)NCCc2sc(-c3cccc(F)c3)nc2C)cc1 | . | . | 3% | 30 | . | . | 6%
COc1ccc(C2OCC3C(c4cc(OC)c5c(c4)OCO5)OCC23)cc1OC (stereo unspecified) | . | i | 1%[23.9 µM] | -5 | . | . | .

# Three compounds picked at random from those above:
SMILES,3T3 cytotox,GPT2 inh,HEK293 viab,IP6K1 inh,Luciferase inh,HEK cytotox,SNCA expr inh
CN1CCN([C@@H]2[C@H](O)[C@H](CO)O[C@@H]2CN(Cc2ccc(Cl)cc2)Cc2cccc(Cl)c2)CC1,28µM*,0%,?,-4,3%,?,?
Cc1cc(C)c(CNC(=O)c2nc(-c3ccnn3C)cc3c2ccn3C(C)C)c(=O)[nH]1,89µM*,?,2%[87.6 µM],-11,-12%[172 µM],?,13%[87.6 µM]
CCOCCCn1c(SCC(=O)Nc2ccccc2OC)nc2c(oc3ccccc32)c1=O,.,.,?,-1,.,.,-7%
